GPR55 beta-arrestin – GPR55 agonists via beta-arrestin recruitment, primary screen, imaging, U2OS cells, beta-arrestin-GFP redistribution (AID 1961); U2OS GPR55 beta-arrestin-GFP redistribution imaging; higher % means a stronger effect; one-dose activation, % at 10 µM; EC50 in µM for titrated hits; hit rate 0.048% among 290,000;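 active means activation above 40% with more than 50 cells counted in the well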;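 further: U2OS osteosarcoma cells stably expressing GPR55 and beta-arrestin-GFP; plate controls were DMSO negative control for no effect and LPI positive control for full effect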
GPR55 antagonists – GPR55 antagonists blocking LPI-driven arrestin recruitment, primary screen, imaging, U2OS, beta-arrestin-GFP, LPI agonist (AID 2013). U2OS GPR55 beta-arrestin-GFP translocation imaging, LPI antagonism; higher % means a stronger effect. one-dose inhibition, % at 10 µM; IC50 in µM for titrated hits. hit rate 0.13% among 290,000;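 active means spots per cell inhibited over 60%, with over 100 cells counted and total cytoplasm intensity under 500,000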;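 further: U2OS cells stably carrying GPR55 and arrestin-GFP stimulated by 5 µM LPI near EC80; imaged beta-arrestin-GFP aggregate spots per cell after agonist stimulation; plate controls were LPI-stimulated DMSO wells for no effect and DMSO wells without LPI for full effect; some results filed as inactive read as strong as hits; confirmed hits need IC50 under 10 µM and bright autofluorescent wells are also inconclusive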
SIAH1 antagonists – Siah-1 peptide-binding antagonists, primary screen, biochemical, fluorescence polarization, rhodamine-plectin, uHTS (AID 1817); Siah-1 / rhodamine-plectin peptide fluorescence polarization; higher % means a stronger effect; displacement, % at 20 µM, or IC50 in µM where a hit was titrated; hit rate 0.02% among 290,000;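 active means displacement of at least 50% at 20 µM, with a fluorescence ratio check between 0.3 and a set limit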;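 further: plate controls were Siah plus tracer with DMSO for no effect and tracer alone without Siah for full effect; strong numbers were not always called active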
NTR1 ag – agonists of NTR1, primary screen, imaging, U2OS cells, beta-arrestin-GFP, high content (AID 493036) | hit rate 0.17% among 330,000 | NTR1-U2OS beta-arrestin-GFP spot imaging, agonist mode | P30989 | activation, % at 20 µM;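 active means activation at or above 40% of the spot to cytoplasm intensity ratio, with at least 20 cells analyzed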;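 further: 0% = DMSO without peptide and 100% = 100 nM NTR1 peptide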
Target sequence (P30989 whole entry, looked up): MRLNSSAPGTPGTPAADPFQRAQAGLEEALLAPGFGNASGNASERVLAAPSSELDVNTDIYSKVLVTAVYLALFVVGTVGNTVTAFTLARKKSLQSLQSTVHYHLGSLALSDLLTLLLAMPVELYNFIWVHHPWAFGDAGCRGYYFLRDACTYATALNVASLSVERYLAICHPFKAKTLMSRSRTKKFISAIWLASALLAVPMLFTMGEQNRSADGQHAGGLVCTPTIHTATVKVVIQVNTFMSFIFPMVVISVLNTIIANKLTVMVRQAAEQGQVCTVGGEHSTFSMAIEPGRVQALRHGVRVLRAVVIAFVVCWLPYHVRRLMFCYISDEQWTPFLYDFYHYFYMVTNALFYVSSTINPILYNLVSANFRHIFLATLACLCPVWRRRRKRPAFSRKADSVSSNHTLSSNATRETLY
NS5 inhibitors – flavivirus cap methylation enzyme inhibition – biochemical, confirmation dose response, primary screen (AID 588689); hit rate 0.3% among 340,000; Dengue-2 NS5 methyltransferase capping enzyme assay, biochemical; higher % means a stronger effect; inhibition, % at 25 µM, or IC50 in µM where a hit was titrated; in the data active means a potency from the dose series
UTI89 phage lysis – inhibition of K1F phage lysis, E. coli UTI89, bacterial capsule biogenesis inhibitors, alamar blue (AID 488966). E. coli UTI89 K1F phage lysis, alamar blue, 2 h; higher % means a stronger effect. hit rate 0.02% among 340,000. inhibition, % at 100 µM, or IC50 in µM where a hit was titrated;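 active means phage lysis inhibition, versus mean bacterial control, above a set limit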;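 further: capsule biogenesis inhibitors block K1F phage lysis so surviving cells raise fluorescence; higher fluorescence means more inhibition of phage lysis; actives were called in the ten point dose series up to 300 µM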
AID2073 – disruptors of CaV2.2 binding to Mint1 – biochemical, HTRF (AID 2073) | HTRF protein-protein interaction, Mint1-CaV2.2; higher % means a stronger effect | inhibition, % at 20 µM; hits with a dose series show IC50 in µM | hit rate 0.19% among 290,000; in the data active means inhibition mostly above about 51%, no sharp cut-off; further: some results filed as inactive read as strong as hits
GPR35 antagonists – GPR35 antagonists blocking zaprinast-driven arrestin recruitment, primary screen, imaging, U2OS, beta-arrestin-GFP, zaprinast agonist (AID 2058); hit rate 0.052% among 290,000; U2OS GPR35 beta-arrestin-GFP translocation imaging, zaprinast antagonism; higher % means a stronger effect; inhibition, % at 10 µM; hits with a dose series show IC50 in µM;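 active means inhibition of at least 50% with at least 30 cells and total cytoplasm GFP at most 10,000,000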
HIV peptide binding – inhibitors of HIV fusion peptide binding, primary screen, biochemical, uHTS, fluorescence dequenching (AID 1986); cell-free peptide binding, fluorescence dequenching, 30 min; higher % means a stronger effect; inhibition, % at 20 µM; hits with a dose series show IC50 in µM; hit rate 0.3% among 290,000; in the data active means inhibition mostly above about 52%, no sharp cut-off; inactive means mostly below about 76%; further: some results filed as inactive read as strong as hits
NTR1 ag cell count 20 µM – also measured in NTR1 ag; calls as there; cell count; measured here: cell count, cytotoxicity flag
Active calls of the source: *; / = not tested or not shown; [ ] = remark or other dose.

#	molecule	GPR55 beta-arrestin	GPR55 antagonists	SIAH1 antagonists	NTR1 ag	NTR1 ag cell count 20 µM
1	CCC(C)(C)NC(=O)CN(Cc1ccc(F)cc1)C(=O)CCC(=O)Nc1ccccn1	-0.2%	8%	-3%	-1.7	43
2	O=c1cc(O)c2c(=O)n(-c3ccccc3)c3ccccc3c2o1	0.5%	16%	0%	-1.0	48
3	COC1(OC)N=C(N)C2(C#N)C(c3ccc(C)cc3)C12C#N (stereo unspecified)	0.1%	7%	2%	0.4	42
4	CC1CN(C(=S)Nc2cccc([N+](=O)[O-])c2)CC(C)O1 (stereo unspecified)	0.4%	4%	-3%	0.6	54
5	O=C(NC(=S)NCc1ccc(F)cc1)c1ccccc1	0.1%	1%	-4%	1.8	77
6	O=C(COc1ccc(Br)cc1)NNC(=S)NCc1ccccc1	-0.2%	-1%	-2%	0.5	51
7	Cn1cnc2c1c(=O)n(Cc1ccc(F)cc1Cl)c(=O)n2C	-0.2%	1%	1%	-2.7	91
8	COc1ccc(/C=N/NC(=O)C(C)Sc2ccccn2)cc1[N+](=O)[O-] (stereo unspecified)	-0.4%	8%	-4%	-0.4	54
9	Cc1cccc(CSc2nc3c(c(=O)n2C)SCC3)c1	0.1%	13%	-1%	13	70
10	CC1=CC2(C#N)C3(N=C(N)C2(C#N)C(c2ccccc2)N1)OCCO3 (stereo unspecified)	-0.4%	8%	-3%	/	/

#	NS5 inhibitors	UTI89 phage lysis	AID2073	GPR35 antagonists	HIV peptide binding
1	-6%	0.4%	10%	5%	-0.9%
2	-10%	0.4%	1%	21%	0.1%
3	-4%	-0.6%	2%	-11%	-2.5%
4	2%	1.9%[50 µM]	-57%	-4%	-2.6%
5	-12%	0.1%[50 µM]	2%	4%	-1.0%
6	-6%	0.1%	-7%	-3%	1.6%
7	2%	1.5%	8%	5%	-2.0%
8	-2%	-0.8%	-17%	-16%	-1.9%
9	-9%	-0.3%	-5%	2%	-2.5%
10	8%	0.2%	12%	3%	1.7%

Continued:
#	molecule	GPR55 beta-arrestin	GPR55 antagonists	SIAH1 antagonists	NTR1 ag	NTR1 ag cell count 20 µM
11	COc1cccc(CN2CC(C(=O)NCCOc3ccccc3F)CCC2=O)c1 (stereo unspecified)	0.3%	48%	-5%	0.0	62
12	CN(C)c1c(-c2ccccc2)cc(-c2ccccc2)[nH]c1=O	0.3%	2%	0%	0.0	85
13	CCOc1cc(NC(=O)C2CC2)c(OCC)cc1NC(=O)CCn1nnc2ccccc21	0.4%	9%	-2%	3.5	62
14	COc1ccc(-n2nnnc2SCC(=O)c2cccc(OC)c2)cc1	-0.2%	-6%	2%	3.1	42
15	CCN(CC)C(=O)CSc1ncnc2sc(-c3ccccc3)cc12	0.0%	3%	1%	0.1	92
16	Cc1ccc(NS(=O)(=O)c2ccc3c(c2)n(C)c(=O)n3C)c(C)c1	0.0%	0%	13%	-0.1	79
17	Cn1ccc(C(=O)Nc2sc3c(c2C#N)CCC3)n1	-0.1%	8%	-1%	-0.4	70
18	O=C(CSc1nc(Nc2ccccc2)nc(N2CCOCC2)n1)N1CCc2ccccc21	-0.1%	23%	-4%	1.8	40
19	CC(=O)c1cnc(Nc2ccccc2)s1	-0.1%	2%	-2%	-1.1	56
20	COc1ccccc1/C=C1\Oc2cc(OC(=O)N3CCOCC3)ccc2C1=O	-0.1%	-3%	11%	3.2	53

#	NS5 inhibitors	UTI89 phage lysis	AID2073	GPR35 antagonists	HIV peptide binding
11	-4%	0.2%	14%	2%	-0.2%
12	1%	-0.1%	18%	-4%	-1.3%
13	1%	3.7%	9%	-8%	1.3%
14	-5%	1.4%	18%	-1%	-1.9%
15	-2%	0.5%	8%	-3%	-1.4%
16	-7%	0.1%	10%	6%	-1.0%
17	2%	0.5%	-3%	13%	15%
18	6%	1.4%	4%	-16%	-3.5%
19	-8%	0.7%	1%	1%	-3.6%
20	-1%	0.7%	18%	-26%	-0.6%

The listing continues:
#	molecule	GPR55 beta-arrestin	GPR55 antagonists	SIAH1 antagonists	NTR1 ag	NTR1 ag cell count 20 µM
21	CC(=O)NCCC1CCN(c2nc3nonc3nc2N(C)Cc2ccccc2)CC1	-0.2%	0%	4%	-2.5	42
22	O=Cc1cn(CC(=O)N2CCOCC2)c2ccccc12	0.8%	6%	10%	-1.2	66
23	CN(Cc1cc(-c2ccccc2)on1)C(=O)c1cc(COc2c(F)cccc2F)on1	-0.2%	-4%	-1%	3.1	53
24	Cc1cc(=O)oc2c3c(cc(OCC(=O)NCCN4CCOCC4)c12)OC(C)(C)CC3	-0.2%	5%	2%	7.3	67
25	O=C(O)Cc1ccc(C(=O)c2ccc(Cl)cc2)s1	-0.1%	9%	-2%	1.1	57
26	CCOC(=O)c1ccc(S(=O)(=O)n2c(CN3CCCCC3)nc3ccccc32)cc1	-0.2%	-5%	8%	-0.6	106
27	CSc1ccc(Cl)c(C(=O)OCC(=O)NC2CC2)c1	-0.1%	1%	7%	11	79
28	COc1ccccc1Nc1nc(-c2sc(NC(=O)CC(C)C)nc2C)cs1	-0.1%	-12%	-6%	15	80
29	O=C1CCC(=O)N1OCCCCOc1ccccc1	-0.4%	7%	0%	0.8	58
30	CC1=C(C(=O)N2CCN(C(=O)c3ccco3)CC2)C2(CCC(C)CC2)OC1=O (stereo unspecified)	-0.4%	-3%	6%	-2.2	59

#	NS5 inhibitors	UTI89 phage lysis	AID2073	GPR35 antagonists	HIV peptide binding
21	-4%	-0.1%	0%	-4%	0.8%
22	-4%	0.2%	13%	8%	-0.4%
23	-6%	-0.1%	7%	12%	-1.0%
24	2%	4.3%	25%	-1%	1.8%
25	-1%	3.0%	1%	10%	-1.5%
26	-9%	6.0%	26%	10%	-1.1%
27	4%	2.8%	7%	6%	1.0%
28	-2%	0.2%	-10%	-5%	-0.7%
29	5%	0.1%	9%	2%	-0.4%
30	-4%	6.6%	13%	-2%	3.8%

(listing goes on)
#	molecule	GPR55 beta-arrestin	GPR55 antagonists	SIAH1 antagonists	NTR1 ag	NTR1 ag cell count 20 µM
31	Cc1nc(Nc2ccc(S(N)(=O)=O)cc2)sc1-c1ccccc1	0.5%	3%	-6%	4.2	55
32	O=C(c1ccccc1)c1ccc(Cn2cc(-c3ccccc3)nn2)cc1	0.9%	-4%	7%	17	91
33	COc1ccc(S(=O)(=O)N(C)CC(=O)Nc2c(F)cccc2F)cc1	0.1%	-3%	-2%	-0.1	53
34	Cc1noc(C)c1S(=O)(=O)N1CCC(C(=O)N2CCN(c3ccc(Cl)cc3)CC2)CC1	0.3%	17%	4%	-2.0	87
35	Cc1cc(NC(=O)COc2ccc(Cl)cc2Cl)n(CCC#N)n1	-0.2%	15%	1%	0.8	41
36	COc1ccc(CCN2CN(S(=O)(=O)c3ccccc3)c3nc4ccccc4nc32)cc1	-0.1%	-6%	-2%	4.4	67
37	N#Cc1nc(Cc2cccc3ccccc23)oc1NCCCn1ccnc1	0.2%	7%	-5%	5.8	27
38	N#Cc1c(N)nc2c(c1N)CC(COc1ccccc1)O2 (stereo unspecified)	0.2%	2%	3%	-1.8	53
39	CCSC1=C(C#N)C(c2cccc(O)c2)CC(=O)N1 (stereo unspecified)	-0.1%	-4%	-2%	-0.5	80
40	O=C(Nc1cccnc1)c1cccc(S(=O)(=O)N2CCCCC2)c1	-0.3%	11%	5%	-0.3	57

#	NS5 inhibitors	UTI89 phage lysis	AID2073	GPR35 antagonists	HIV peptide binding
31	-4%	-0.7%	15%	-11%	-2.1%
32	-6%	1.1%	-3%	2%	-0.3%
33	5%	-0.2%	2%	10%	-2.7%
34	6%	1.7%	-2%	-11%	-1.4%
35	-4%	0.3%	-1%	4%	0.1%
36	-2%	3.9%	0%	18%	2.4%
37	0%	-0.5%	-6%	5%	-0.4%
38	-7%	0.3%	-1%	12%	-3.6%
39	-3%	-1.2%	-1%	-8%	1.2%
40	3%	2.3%	38%	22%	-1.2%

Exported with one line to a screen: part of the list above.
[34] Cc1noc(C)c1S(=O)(=O)N1CCC(C(=O)N2CCN(c3ccc(Cl)cc3)CC2)CC1
[35] Cc1cc(NC(=O)COc2ccc(Cl)cc2Cl)n(CCC#N)n1
[36] COc1ccc(CCN2CN(S(=O)(=O)c3ccccc3)c3nc4ccccc4nc32)cc1
[37] N#Cc1nc(Cc2cccc3ccccc23)oc1NCCCn1ccnc1
[38] N#Cc1c(N)nc2c(c1N)CC(COc1ccccc1)O2 (stereo unspecified)
[39] CCSC1=C(C#N)C(c2cccc(O)c2)CC(=O)N1 (stereo unspecified)
[40] O=C(Nc1cccnc1)c1cccc(S(=O)(=O)N2CCCCC2)c1

assay / compound	34	35	36	37	38	39	40
GPR55 beta-arrestin	0.3%	-0.2%	-0.1%	0.2%	0.2%	-0.1%	-0.3%
GPR55 antagonists	17%	15%	-6%	7%	2%	-4%	11%
SIAH1 antagonists	4%	1%	-2%	-5%	3%	-2%	5%
NTR1 ag	-2.0	0.8	4.4	5.8	-1.8	-0.5	-0.3
NTR1 ag cell count 20 µM	87	41	67	27	53	80	57
NS5 inhibitors	6%	-4%	-2%	0%	-7%	-3%	3%
UTI89 phage lysis	1.7%	0.3%	3.9%	-0.5%	0.3%	-1.2%	2.3%
AID2073	-2%	-1%	0%	-6%	-1%	-1%	38%
GPR35 antagonists	-11%	4%	18%	5%	12%	-8%	22%
HIV peptide binding	-1.4%	0.1%	2.4%	-0.4%	-3.6%	1.2%	-1.2%

Following part
#	molecule	GPR55 beta-arrestin	GPR55 antagonists	SIAH1 antagonists	NTR1 ag	NTR1 ag cell count 20 µM
41	Cc1cc(C)n(CCC(=O)N2CCc3ccccc32)n1	-0.1%	-15%	2%	0.5	72
42	Cc1ccc(CNC(=O)CCc2ccccc2)cc1	0.1%	7%	3%	-1.5	88
43	C=CCNc1nc(Nc2ccc([N+](=O)[O-])cc2)nc(OC)n1	1.0%	3%	28%	-0.1	76
44	COc1cc(OC)nc(NC(=O)CSc2nc3ccccc3[nH]2)n1	-0.1%	-9%	-2%	1.6	72
45	Cc1nn(Cc2ccc(C(=O)N3c4ccc(F)cc4CCC3C)o2)c(C)c1Br (stereo unspecified)	-0.1%	0%	-2%	3.8	31

#	NS5 inhibitors	UTI89 phage lysis	AID2073	GPR35 antagonists	HIV peptide binding
41	-2%	0.2%	7%	8%	-1.6%
42	0%	0.0%	1%	4%	1.3%
43	30%	-0.3%	6%	8%	-0.3%
44	4%	0.5%	-3%	7%	-1.7%
45	3%	0.8%	-3%	-8%	34%

Screening data: PubChem BioAssay, several laboratories

An unsorted share of the library; overall some 1.2% were active at least once.
